MOR-DOR inv ag: inverse agonists of MOR-DOR heterodimerization, primary screen, cell-based, luminescence; Mu-type opioid receptor (Homo sapiens) + Delta-type opioid receptor (Homo sapiens), …; cell-based MOR-DOR heterodimer luminescence, inverse agonism; inhibition, % at 9.3 µM; actives 0.21% (n = 340,000); AID 504357, 2011; in the data active means inhibition above about 22%, passing the limit was not always enough;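 further: 0% = cells with DMSO and 100% = wells without cells with DMSO; values of inactives mirror those of a sister screen read the other way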
CAL-PDZ inh HTS: untagged CAL PDZ binding inhibitors, primary screen, biochemical, fluorescence polarization, HTS; Golgi-associated PDZ and coiled-coil motif-containing protein (Homo sapiens), Q9HD26; purified CAL PDZ, TMR-peptide fluorescence polarization, 1 h; inhibition, % at 24.9 µM; actives 0.92% (n = 300,000);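 active means mean inhibition of at least 30% with at least half of replicates also reaching 30%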;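 further: 0% = DMSO neutral control and 100% = excess unlabeled competitor peptide PRC23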
RTF Ca sens act: cardiac RTF calcium sensitivity activators, primary screen, biochemical, IANBD-TnC fluorescence, EC20 calcium | actives 0.24% (n = 340,000) | AID 493008, 2010 | activation, % at 7.2 µM | IANBD-labeled TnC RTF fluorescence at EC20 calcium; 0% EC20 calcium, 100% full calcium;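 active means activation above the mean over all tested compounds plus 3 SD, cut at about 30% in these data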;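 further: rise in fluorescence read as greater calcium sensitivity of cardiac thin filaments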
HTR5A ag ctr: HTR5A agonists in luminescence cell assay, primary screen, counter-screen for OPRM1-OPRD1 heterodimer agonist project, full-deck HTS; 5-hydroxytryptamine receptor 5A (Homo sapiens), P47898; cell-based; activation, % at 9.3 µM; actives 0.61% (n = 340,000); AID 504692, 2011; in the data active means activation mostly above about 9.5%, no sharp cut-off; inactive means mostly below about 7.6%;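 further: 0% = cells with vehicle only and 100% = reference agonist; strong numbers were not always called active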
Target sequence (P47898 whole entry, looked up): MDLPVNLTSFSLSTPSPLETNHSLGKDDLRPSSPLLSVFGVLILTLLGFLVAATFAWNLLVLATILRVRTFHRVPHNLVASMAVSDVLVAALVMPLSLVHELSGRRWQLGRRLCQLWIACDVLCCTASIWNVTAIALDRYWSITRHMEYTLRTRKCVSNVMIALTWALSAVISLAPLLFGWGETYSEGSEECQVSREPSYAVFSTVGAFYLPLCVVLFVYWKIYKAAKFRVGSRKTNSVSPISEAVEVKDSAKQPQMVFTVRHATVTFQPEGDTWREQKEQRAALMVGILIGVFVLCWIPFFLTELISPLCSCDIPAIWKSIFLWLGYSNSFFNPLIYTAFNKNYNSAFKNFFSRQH
HTR5A inv ag: HTR5A inverse agonists in luminescence cell assay, primary screen, counter-screen for OPRM1-OPRD1 heterodimer inverse agonist project, full-deck HTS. 5-hydroxytryptamine receptor 5A (Homo sapiens), P47898. HTR5A cell line, inverse agonism. actives 0.083% (n = 340,000). AID 504634, 2011. inhibition, % at 9.3 µM; in the data active means inhibition mostly above about 23%, no sharp cut-off; inactive means mostly below about 18%;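 further: 0% = cells with DMSO and 100% = no-cell wells with DMSO; some compounds called inactive have numbers as strong as hits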
RTF Ca sens inh: cardiac RTF calcium sensitivity inhibitors, primary screen, biochemical, IANBD-TnC fluorescence, EC70 calcium; Troponin I, cardiac muscle (Homo sapiens) + Troponin T, cardiac muscle (Homo sapiens) + …; IANBD-labeled cardiac RTF, Ca2+ fluorescence; inhibition, % at 7.15 µM; actives 0.12% (n = 340,000);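 active means inhibition above the mean inhibition of all tested compounds plus 3 SD, cut at about 17% in these data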;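 further: assay run at fixed EC70 calcium of 1.6 mM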
C-LANA FP: inhibitors of KSHV C-LANA binding to DNA, primary screen, biochemical, fluorescence polarization, FAM-LBS DNA, MBP-C-LANA, single point; inhibition, % at 9 µM; actives 0.078% (n = 340,000);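 active means highest replicate inhibition at or above 60% at 9 µM, even if other replicates fall short; inactive means all replicates below 60% inhibition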;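 further: 0% = neutral control wells and 100% = 4 µM acridine orange control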
Keap1 Nrf2 FP: Keap1-Nrf2 protein-protein interaction inhibitors, primary screen, biochemical, fluorescence polarization, single point; inhibition, % at 9.4 µM; Keap1 Kelch-Nrf2 peptide fluorescence polarization, 1536-well; AID 504523, 2011; Kelch-like ECH-associated protein 1 (Homo sapiens), Q14145; actives 0.15% (n = 340,000); in the data active means inhibition above about 12%;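 further: human Keap1 Kelch domain with fluorescein labeled Nrf2 9mer peptide probe; 0% = neutral control wells and 100% = peptide positive control; higher means more block of Keap1 binding to Nrf2 peptide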
Target sequence (Q14145 whole entry, looked up, the tested form may be a part): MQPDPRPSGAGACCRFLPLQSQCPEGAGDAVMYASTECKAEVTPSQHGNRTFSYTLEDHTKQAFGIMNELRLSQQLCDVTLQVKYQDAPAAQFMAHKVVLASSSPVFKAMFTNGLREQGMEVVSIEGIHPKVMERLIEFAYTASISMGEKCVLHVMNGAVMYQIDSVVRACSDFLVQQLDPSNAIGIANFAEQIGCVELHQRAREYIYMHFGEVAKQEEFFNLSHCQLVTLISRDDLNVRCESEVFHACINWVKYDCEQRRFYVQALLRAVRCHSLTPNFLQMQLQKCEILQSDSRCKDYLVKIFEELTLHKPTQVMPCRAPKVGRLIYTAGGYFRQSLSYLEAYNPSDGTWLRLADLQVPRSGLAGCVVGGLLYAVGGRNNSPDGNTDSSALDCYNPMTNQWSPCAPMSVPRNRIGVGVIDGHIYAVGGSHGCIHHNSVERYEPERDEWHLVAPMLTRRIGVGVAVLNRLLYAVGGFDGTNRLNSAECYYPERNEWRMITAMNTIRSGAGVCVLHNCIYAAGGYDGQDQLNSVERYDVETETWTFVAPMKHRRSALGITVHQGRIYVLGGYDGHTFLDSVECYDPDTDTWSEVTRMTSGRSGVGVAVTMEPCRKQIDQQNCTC
OPRM1-OPRD1 ag: agonists of OPRM1-OPRD1 heterodimerization, primary screen, cell-based, luminescence; activation, % at 9.3 µM; AID 504326, 2011; actives 0.3% (n = 340,000); cells; in the data active means activation above about 18%;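 further: 0% = vehicle-treated cells and 100% = reference agonist; values of inactives mirror those of a sister screen read the other way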
V-ATPase pH: regulators of yeast V-ATPase proton pumping, primary screen, pHLuorin cytosolic pH fluorescence; S. cerevisiae; response, % at 10 µM; actives 0.37% (n = 350,000); AID 504577, 2011; in the data active means response mostly above about 7.3%, no sharp cut-off; inactive means mostly below about 5.4%; further: actives read high; inactives centre near 0; some compounds called inactive have numbers as strong as hits; reference of the scale not given here
* = called active by the depositor; / = not tested or not shown. Hits appear at their usual frequency (roughly 2.8% active in at least one column).

SMILES	MOR-DOR inv ag	CAL-PDZ inh HTS	RTF Ca sens act	HTR5A ag ctr	HTR5A inv ag	RTF Ca sens inh	C-LANA FP	Keap1 Nrf2 FP	OPRM1-OPRD1 ag	V-ATPase pH
CC(C)CN(C(=O)COC(=O)COc1ccc2ccccc2c1)c1c(N)n(Cc2ccccc2)c(=O)[nH]c1=O	-18.4	0.5	-9.7	-5.2	-25.6	-5.0	-1.9	-0.2	3.4	1.4
Cc1cc(NCCOCCO)n2ncc(-c3ccc(Cl)cc3)c2n1	5.0	1.7	0.2	-2.4	4.8	1.3	0.0	1.8	-0.9	3.9
CSCCC(NC(=O)c1ccccc1)C(=O)N/N=C(\C)Cc1ccccc1 (stereo not drawn)	13.8	-1.6	6.0	-1.4	7.2	-11.6	0.0	2.6	-2.6	-4.9
COc1ccc2c(=O)c(N3C(=O)c4ccccc4C3=O)coc2c1	10.0	-0.8	-1.8	-1.7	5.7	5.3	-1.9	-1.9	-1.9	2.6
C=CCN1CC(=O)N2C(c3ccccc3)c3[nH]c4ccccc4c3C[C@H]2C1=O (stereo partly drawn)	4.4	2.5	-2.3	-1.4	5.0	-1.5	-2.3	0.8	-1.0	-2.9
Cc1cccc(CCNC(=O)c2nnc(Cc3ccc(Cl)cc3)o2)c1	-12.3	/	-0.2	6.1	-15.8	-10.8	-0.8	3.8	2.2	-5.2
O=C1CN(C(=O)c2cc(Br)c(Br)s2)c2ccccc2N1	-24.4	2.5	-3.8	1.6	-14.3	0.8	-2.2	3.1	4.3	6.3
CCN(CC)CCCn1c(SCC(=O)Nc2cccc(F)c2)nnc1-c1ccoc1C	5.3	-8.8	-0.3	-2.0	0.4	-2.7	-0.1	-4.5	-0.8	-4.9
COC(=O)N/N=C/c1cn(CCOc2ccc(OC)cc2)c2ccccc12	0.5	0.6	6.3	5.7	-22.1	-5.6	-0.2	-4.9	-0.1	3.3
CCc1nnc(NC(=O)/C=C/c2ccco2)s1	13.6	-1.1	-3.3	4.5	-11.8	-30.7	1.6	-4.8	-2.7	-0.7
S=C(c1ccccc1)N1CCSCC1	20.5	-1.2	3.9	-1.2	4.6	2.8	-0.8	2.5	-4.6	1.5
COc1ccccc1OCc1csc(N)n1	1.4	/	7.4	6.1	-2.9	-9.3	-0.6	-3.3	-0.3	4.5

Individual results from the results shown.
For Keap1 Nrf2 FP, Cc1cc(NCCOCCO)n2ncc(-c3ccc(Cl)cc3)c2n1 reads 1.8
For OPRM1-OPRD1 ag, CCN(CC)CCCn1c(SCC(=O)Nc2cccc(F)c2)nnc1-c1ccoc1C reads -0.8

Other compounds follow:
SMILES	MOR-DOR inv ag	CAL-PDZ inh HTS	RTF Ca sens act	HTR5A ag ctr	HTR5A inv ag	RTF Ca sens inh	C-LANA FP	Keap1 Nrf2 FP	OPRM1-OPRD1 ag	V-ATPase pH
CCCC(=O)Nc1ccc(Sc2ccc([N+](=O)[O-])cc2)cc1	-20.3	-2.0	0.6	3.9	13.6	7.4	0.4	-8.4	3.4	5.0
CC1CCN(C(=O)CCNS(=O)(=O)c2ccc3c(c2)oc(=O)n3C)CC1	14.0	/	4.6	3.5	1.4	-9.4	-1.0	-1.1	-2.7	-0.5
CC12CCC(C/C1=N/NC(=O)Nc1ccccc1)C2(C)C (stereo not drawn)	-17.4	-3.3	-3.3	-3.3	7.8	-2.7	-0.3	-0.2	3.5	0.8
COc1cccc(-c2c(C(=O)N/N=C(\C)COc3ccccc3)nnn2-c2nonc2N)c1	8.7	-21.1	-8.3	-2.4	8.9	-5.5	-0.3	0.4	-1.7	2.9
CC1CN(CCOc2ccc(Cl)c(Cl)c2)CC(C)O1 (stereo not drawn)	-6.8	2.2	6.4	-3.8	14.6	-10.9	-0.1	-0.6	1.4	-0.4
O=C(CC1CC2CCC1C2)N1CCN(S(=O)(=O)c2ccccc2C(F)(F)F)CC1 (stereo not drawn)	-10.7	1.3	-3.3	-1.3	3.3	-2.6	0.7	-6.3	2.7	-0.8
CCOc1ccc(S(=O)(=O)Nc2c(C)n(C)n(-c3ccccc3)c2=O)cc1	4.2	2.0	6.2	5.2	-15.3	-2.7	0.5	-2.7	-0.8	0.5
COc1cc(/C=C/C(=O)OCc2cn3cc(Cl)ccc3n2)ccc1O	9.4	2.0	1.5	0.2	-3.0	-11.8	0.7	-0.4	-1.9	-5.6
O=C(COC(=O)Cc1ccccc1F)NC(=O)NC1CCCC1	12.8	-4.6	2.8	11.7*	-14.5	-3.5	-0.4	-2.0	-3.3	-1.8
COc1ccccc1NS(=O)(=O)c1ccc2ccccc2c1	8.9	-3.7	2.6	3.3	-13.0	-5.7	0.5	-1.3	-1.9	3.2
Cc1cccc(OC(C)C(=O)N2CCCc3ccccc32)c1 (stereo not drawn)	-18.3	-1.3	7.3	4.3	2.8	-5.8	2.7	-4.5	2.7	-5.2
O=C(c1ccc(F)cc1)N1CCC(O)(c2cccnc2)CC1	5.6	-4.4	7.6	0.9	-5.4	-2.1	0.2	0.5	-0.9	-0.8
COc1ccc(Cn2nnnc2C(c2cc3ccc(OC)cc3[nH]c2=O)N2CCC(C)CC2)cc1 (stereo not drawn)	15.2	-3.4	5.4	2.4	-20.9	-7.7	3.0	-10.6	-3.3	3.6
O=C(c1ccc(Cl)cc1)N1N=CCC1(O)c1ccc(Cl)cc1 (stereo not drawn)	-15.4	11.0	-3.3	-2.0	6.7	-2.1	-1.3	-1.8	3.2	2.4
CC(O)[C@@]1(O)CC[C@H]2[C@@H]3CC[C@H]4C[C@@H](O)CC[C@]4(C)C3=CC[C@@]21C (stereo partly drawn)	-8.3	0.5	-2.7	18.9	-50.8	-7.8	-0.1	-3.2	1.4	-0.8
COC(=O)c1ccc(COc2cccc(C)c2C)cc1	-29.9	5.1	2.9	3.9	-10.8	2.2	-1.4	-2.7	5.7	-1.7
Cc1cc(NS(=O)(=O)c2ccc(NC(=S)NC(=O)c3cccnc3)cc2)no1	3.4	0.5	7.0	0.7	-1.7	-10.7	-0.8	-6.4	-0.6	-0.6
O=C(NCc1ccccn1)c1ccc(Cl)s1	7.6	-1.4	4.6	-1.1	1.6	-5.4	0.7	1.7	-1.3	-1.7
OCCNc1nc(Nc2ccccc2)nc2ccccc12	-1.3	0.9	-5.8	-3.0	-12.4	-1.3	-1.9	3.1	0.2	-26.8
CCNC(=S)N/N=C1\CCCCc2ccccc21	6.6	-0.8	0.6	4.3	-7.0	-4.2	-0.5	-5.0	-1.3	1.4
COC(=O)CC1(C(=O)OC)Oc2ccc(Br)cc2C(=O)N1c1cccc(Cl)c1Cl (stereo not drawn)	-4.9	-2.2	-6.3	2.2	4.7	0.6	0.1	1.7	0.9	0.4
Cc1cc(NC(=O)CSc2ncnc3c2cnn3-c2ccccc2)no1	9.8	4.3	4.3	-3.9	10.9	-2.3	-0.5	-2.8	-2.1	-0.9
CC(=O)c1ccc(Nc2nc(C)cc(C)n2)cc1	6.5	/	3.8	1.8	-32.0	-5.3	-1.3	-4.9	-1.3	4.4
Cn1nc(C(=O)N2CCN(c3ccc([N+](=O)[O-])cc3)CC2)c2c1-c1ccccc1S(=O)(=O)C2	7.5	-2.1	3.1	3.2	-12.1	-11.9	-0.1	-1.5	-1.4	4.1
O=C(Cn1cc([N+](=O)[O-])cn1)NC1CCCCCC1	11.1	-2.4	-4.9	6.4	-18.2	14.0	-1.4	-0.6	-1.7	-4.5
O=C(Cn1nc(-c2cccs2)ccc1=O)Nc1ccc(Br)cc1	-2.1	-5.4	-2.9	5.2	-15.6	4.7	/	/	0.3	-0.2
Cc1nn(-c2ccccc2)c(C)c1NC(=O)COc1ccc(F)cc1Cl	1.8	-8.4	1.7	-1.2	-4.0	-5.8	-0.1	0.1	-0.3	-1.7
Cc1ccccc1-c1nc(CN2CCC(C(=O)NCc3cccnc3)CC2)c(C)o1	4.5	6.2	3.5	-0.6	1.5	-16.3	1.8	3.6	-0.8	2.7
CNC(=O)c1ccsc1NC(=O)c1ccc(Cl)s1	6.7	2.8	-1.5	-5.3	15.6	-5.7	-1.4	-2.4	-1.1	-4.7
COc1ccc(-c2cc(CNC(=O)CCl)on2)cc1	6.5	-0.4	5.0	0.9	-8.9	-0.4	0.8	-7.7	-1.1	3.3
COc1ccc(O)c(/C=N/c2nc3ccccc3n2C)c1	-10.6	/	21.8	8.6	-5.2	-9.3	0.2	-1.1	2.1	11.8*
C=C(C)C1CC=C(CN2CC(C)OC(C)C2)CC1 (stereo not drawn)	-29.1	-0.6	-6.2	-2.5	9.2	-2.6	0.1	-3.9	5.4	-1.1
Cc1ccc(-n2nc3c(=O)n(CC(=O)NCCC4=CCCCC4)nc(C)c3c2C)cc1	-6.6	-1.3	3.4	2.9	-5.5	5.8	0.5	-1.3	1.3	3.5
COc1ccc(CC(=O)NC(C)c2nnc(SCCOc3ccc(OC)cc3)n2C)cc1 (stereo not drawn)	9.6	-2.8	-3.2	6.3	-16.5	2.1	-2.3	4.0	-1.9	-7.0
CCOc1ccc(N(CC(=O)NCc2ccco2)C(=O)CCC(=O)Nc2ccccn2)cc1	0.2	/	5.4	-5.0	13.3	-10.9	0.3	-1.9	0.0	2.9
CSc1ccc(S(=O)(=O)NCc2ccccc2C)cc1	-13.4	-1.1	-2.3	0.8	-2.0	-0.8	7.4	3.7	2.3	0.8
O=C(O)c1cccc(S(=O)(=O)N2CCCC2)c1	9.6	-1.8	1.6	3.7	-1.0	3.3	0.4	-3.1	-1.7	0.6
Cc1ccc(CNC(=O)CCSCc2ccccc2C)cc1	-2.6	-0.4	-1.1	-4.7	17.8	-8.9	-3.8	4.9	0.5	-4.0
CC(=O)c1ccc(C#CC(C)(C)O)s1	13.2	-2.1	-5.8	-5.1	13.3	-2.7	2.0	3.3	-2.6	0.4
CCCC(=O)Nc1cc2c3c(c1)C(C)C(=O)N3CCC2 (stereo not drawn)	9.6	-3.5	2.6	2.0	-5.0	-1.5	0.6	-6.8	-1.9	2.0
O=C(N/N=C/C=C/c1ccco1)c1cccnc1	15.3	-1.8	4.4	-5.0	8.8	-8.4	1.6	-4.4	-3.3	2.4

Screening results (PubChem BioAssay)
